Source: PubChem (National Center for Advancing Translational Sciences (NCATS))
BAZ2B block: blocks human BAZ2B; Q9UIF8; AlphaScreen BAZ2B-H3K14Ac peptide displacement; Potency, µM (doses to about 114 µM), inactives show top-dose activity change, negative = inhibition, most hits filed as inhibitors; 4.4% of 360,000 active; also: potency is read from the fitted curve at half-maximal effect; % is scaled to controls: 0 for no effect and ±100 for the full control effect; nearly all actives have a fitted effect of over 60% in size
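In this displacement format the biotinylated H3(5-23) peptide acetylated at Lys14 serves as ligand at 50 nM, with BAZ2B at 50 nM in PBS pH 7.4 containing 0.01% Tween-20. Donor and acceptor beads are 10 ug/mL final.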
G9a inh: inhibitors of human histone lysine methyltransferase G9a. 8.8% of 350,000 active. G9a H3K9 monomethylation, AlphaScreen, 2 h. AID 504332. Q96KQ7. Potency, µM (highest dose often 102 µM), without a hit: at the top dose activity, negative = inhibition, usual class: inhibitors; also: potency is read from the fitted curve at half-maximal effect; % is scaled to controls: 0 for no effect and ±100 for the full control effect; nearly all actives have a fitted effect of over 75% in size
Target sequence (Q96KQ7 913-1193 limits assumed): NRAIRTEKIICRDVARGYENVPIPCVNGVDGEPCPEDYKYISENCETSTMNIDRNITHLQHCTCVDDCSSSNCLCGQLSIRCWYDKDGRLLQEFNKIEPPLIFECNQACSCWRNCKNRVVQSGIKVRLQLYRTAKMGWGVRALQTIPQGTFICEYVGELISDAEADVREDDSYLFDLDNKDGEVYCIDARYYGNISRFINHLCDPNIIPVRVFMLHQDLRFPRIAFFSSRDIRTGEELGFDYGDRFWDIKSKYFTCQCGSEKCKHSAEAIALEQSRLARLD
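AlphaScreen read-out: biotin-H3K9 peptide (500 nM) methylation by 20 nM enzyme with 20 uM SAM, 2 h at room temperature after 15 min compound preincubation; anti-monomethyl H3K9 antibody plus donor/acceptor beads, 10 min dark.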
JMJD2A Tudor inh: blocks the human JMJD2A Tudor domain. AlphaScreen JMJD2A-Tudor / H3K4me3 peptide binding. Potency, µM (top dose mostly 114 µM), for the others: at the highest dose activity change, negative = inhibition, actives largely listed as inhibitors. 4.4% of 390,000 active. AID 504339; also: potency is read from the fitted curve at half-maximal effect; % is scaled to controls: 0 for no effect and ±100 for the full control effect; nearly all actives have a fitted effect of over 50% in size
PI4K2A inh: inhibitors of human PI4K2A; purified PI4K2A, ADP-Glo luminescence, 1 h; active compounds read low; activity change, negative = inhibition, % at 76.9 µM; 0.13% of 420,000 active; AID 1346378; in the data active = activity change below about -50%; inconclusive = mostly about -30% to -49%;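 also: -100% = wells without enzyme as full effect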
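Compounds are screened against recombinant PI4K2A using PI as substrate and ATP, the latter dispensed at 300 microM. Reactions run one hour at ambient temperature before ADP-Glo detection; full inhibition defined by wells lacking enzyme.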
12-LOX inh: blocks human arachidonate 12S-lipoxygenase; Potency, µM (highest dose often 108 µM), inactives show at the top dose activity change, negative = inhibition, most hits filed as inhibitors; P18054; 1.1% of 580,000 active; purified 12hLO, xylenol orange hydroperoxide absorbance; also: potency is read from the fitted curve at half-maximal effect; % is scaled to controls: 0 for no effect and ±100 for the full control effect
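Hydroperoxide product was detected by ferrous iron/xylenol orange as the 573 to 405 nm absorbance ratio. Arachidonic acid at 40 uM (final) was turned over for 30 min at room temperature by 150 nM human 12hLO, pH 7.0 Hepes buffer, after 15 min compound preincubation.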
ERG Ets-DNA blk: blocks human ERG Ets domain binding to DNA | 0.028% of 370,000 active | Potency, µM (top dose mostly 76.9 µM), without a hit: top-dose FP activity, negative = inhibition, hits mostly inhibitors | P11308 | fluorescence polarization, His-ERG Ets domain / labelled DNA | AID 624246; active = well fitted inhibition curve with a large enough effect in the polarisation, with a control signal flat; inconclusive = small, poorly fitted or top-dose-only effect, or effect the other way, or a change in a side signal; inactive = no such curve, though single readings can be large or run the other way; the % refers to the polarisation;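 also: polarization taken with two DNA probes labelled with fluorescein and Texas red; potency is read from the fitted curve at half-maximal effect; % of control where 0% means no effect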
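His-tagged ERG Ets domain (1 uM in the protein solution; 300mM KCl, 50mM Tris-HCl, 1mM EDTA, 1mM DTT, pH 7.5) received compound, then a probe mix of 5 nM fluorescein-DNA and 100nM Texas-615-DNA. Fluorescence polarization was read for both dyes.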
HP1b binding inh: blocks HP1-beta chromodomain binding to methylated histone tails; P83916; AlphaScreen HP1-beta / biotin-H3K9me3 peptide binding; Potency, µM (series often up to 114 µM), inactives show at the highest dose activity change, negative = inhibition, most hits filed as inhibitors; 0.56% of 390,000 active; AID 540317; also: potency is read from the fitted curve at half-maximal effect; nearly all actives have a fitted effect of over 70% in size; inactives centre near 23
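Compound inhibition of the preformed complex between 50 nM HP1-beta and 50 nM biotinylated H3K9me3 peptide was read by AlphaScreen. Buffer was PBS pH 7.4 with 0.01% Tween-20. Incubations ran 30 min at room temperature, with 10 ug/mL donor/acceptor beads.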
RGS4 inhibitor: blocks human RGS4-accelerated GTP hydrolysis. Transcreener GDP fluorescence polarization, RGS4-accelerated GTP hydrolysis. Potency, µM (series often up to 114 µM), for the others: at the highest dose activity change, negative = inhibition, usual class: inhibitors. P49798. 0.039% of 390,000 active; also: potency is read from the fitted curve at half-maximal effect; % is scaled to controls: 0 for no effect and ±100 for the full control effect; nearly all actives have a fitted effect of over 75% in size; some results filed as inactive show a strong effect at the top dose
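MLSMR compounds (23 nl, pin-transferred) preincubated 10 min at room temperature with a 500nM (2x) first reagent, then RGS4 at 900nM (2x) plus Transcreener GDP mix added; fluorescence polarization (620/688 nm) read before and after 90 min at 30 °C.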
GLS inhibitor: inhibitors of human glutaminase (GLS). GLS enzymatic activity, qHTS titration. 0.21% of 410,000 active. AID 624170. Potency, µM (titrated, usually from 45.5 µM), for the others: at the highest dose activity change, negative = inhibition, hits mostly inhibitors. O94925; also: potency is read from the fitted curve at half-maximal effect; % is scaled to controls: 0 for no effect and ±100 for the full control effect
Target sequence (O94925 whole entry, looked up): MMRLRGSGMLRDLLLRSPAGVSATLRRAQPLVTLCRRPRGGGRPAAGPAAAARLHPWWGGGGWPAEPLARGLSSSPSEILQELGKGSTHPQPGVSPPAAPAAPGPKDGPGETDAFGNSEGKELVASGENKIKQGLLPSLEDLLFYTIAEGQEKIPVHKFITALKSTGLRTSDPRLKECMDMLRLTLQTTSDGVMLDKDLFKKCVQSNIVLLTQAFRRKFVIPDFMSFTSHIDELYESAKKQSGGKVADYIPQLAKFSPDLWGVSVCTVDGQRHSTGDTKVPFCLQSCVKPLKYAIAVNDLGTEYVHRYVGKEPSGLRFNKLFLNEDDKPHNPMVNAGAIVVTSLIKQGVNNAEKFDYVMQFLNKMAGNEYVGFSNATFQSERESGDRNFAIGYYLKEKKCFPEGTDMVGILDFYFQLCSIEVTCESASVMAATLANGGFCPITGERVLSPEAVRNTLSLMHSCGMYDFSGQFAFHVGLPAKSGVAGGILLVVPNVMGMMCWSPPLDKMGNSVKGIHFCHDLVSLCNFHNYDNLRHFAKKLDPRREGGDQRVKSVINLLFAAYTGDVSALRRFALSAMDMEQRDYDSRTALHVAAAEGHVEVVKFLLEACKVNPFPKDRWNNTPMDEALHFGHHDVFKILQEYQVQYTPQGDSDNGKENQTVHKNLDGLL
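Coupled fluorescence readout: glutamate oxidase/HRP/Amplex Red detect glutamate formed by hKGA from L-glutamine (1 mM solution added). Buffer 45 mM KH2PO4 pH 8.2, 0.02% Tween-20; reads at t0 and 30 min RT.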
Active calls of the source: *; i = inactive; ? = inconclusive; . = not tested or not shown; & = joins results of further samples; [ ] = dose if it differs, or a comment. Unless noted, calls follow the shape of the dose curve; as a rule, active = well fitted curve in the direction sought with a large enough effect; inconclusive = small, poorly fitted or top-dose-only effect, or another doubt; inactive = no such curve, though single readings can be large; an effect the other way counts as inactive or inconclusive.

BAZ2B block	G9a inh	JMJD2A Tudor inh	PI4K2A inh	12-LOX inh	ERG Ets-DNA blk	HP1b binding inh	RGS4 inhibitor	GLS inhibitor	Compound
-12%	?	-9%[57.1 µM]	3	-15%	-4%	-5%	9%[11.4 µM]	3%	CC(C)C(c1nnnn1Cc1ccccc1)N1CCN(Cc2ccc3c(c2)OCO3)CC1 (configuration not stated)
4%	10%	-5%	1	16%	.	34%	-15%	0%	O=S(=O)(c1ccccc1C(F)(F)F)N1CCC(n2cnc3ccccc32)CC1
-23%	-7%	-19%	-6	.	0%	9%	-18%	-22%	CCOc1cccc2sc(N(CCCN(C)C)C(=O)c3ccc(S(=O)(=O)N(C)CC4CCCO4)cc3)nc12 (configuration not stated)
79µM*	.	-28%	-2	-2%	-1%	23%	?	-7%	CC1CCC2C(C1)Nc1c(C(=O)O)cccc1C2(C)C (configuration not stated)
-2%	.	5%	2	-20%	-4%	39%	5%	-2%	CC(C)(C)C(=O)Nc1cc2c3c(c1)CC(=O)N3CCC2
6%	18%[2.33 µM]	-9%	3	-28%	-15%	33%	-1%	-10%	CC(=O)N/C(=C\c1ccccc1)C(=O)OCC(=O)c1c(N)n(CC(C)C)c(=O)n(C)c1=O
?	-31%	-33%	0	0%	-1%	-5%	13%	-2%	CCOC(=O)C1(CCCc2ccccc2)CCN(Cc2nccn2CC)CC1
-19%	-15%[12.7 µM]	-9%	1	-31%	-1%	13%	-9%	6%	O=C(CN1C(=O)CCSc2ccccc21)Nc1ccc2c(c1)OCO2
-1%	25%[59 µM]	-13%	0	2%	-15%	3%	3%	2%	COC(=O)c1ccccc1NC(=S)N(C)C
-1%	39%	0%	4	26%	1%	7%	31%	2%	Cc1n[nH]c(=O)n1-c1ccc(OC(F)(F)F)cc1
-3%	-12%	-10%	3	0%	-7%	18%	4%	-6%	O=C(Nc1ccn(Cc2ccc(F)cc2)n1)c1ccncc1
-5%	-5%[59 µM]	-7%	-4	-22%	-1%	14%	1%	6%	CCc1ccc(CNC(=O)CN2C(=O)c3cccnc3Oc3ccc(Cl)cc32)cc1

BAZ2B block	G9a inh	JMJD2A Tudor inh	PI4K2A inh	12-LOX inh	ERG Ets-DNA blk	HP1b binding inh	RGS4 inhibitor	GLS inhibitor	Compound
13%	-3%[59 µM]	-8%	-8	6%	5%	43%[activator]	-17%	-3%	CCOC(=O)c1cc(C#N)c(SC(C)C(=O)NC2CCCCC2)nc1C (configuration not stated)
0%	-7%[59 µM]	-6%	-4	-11%	3%	37%	-40%	-14%	O=C(CSc1nc2ccccc2[nH]1)N/N=C/c1ccco1
-13%	-10%	-9%	8	-6%	4%	41%[activator]	-39%	1%	Cc1ccc(CC(=O)N/N=C/c2ccc3c(c2)OCO3)cc1
20µM*	?	-11%[11.4 µM]	-2	?	-11%	?	?	11%	Cc1cccc(N=Nc2cn[nH]c2-c2ccco2)c1
0%	9%[59 µM]	6%	2	0%	-3%	43%[activator]	-4%	-4%	CCc1ccc(/C=N\n2cnnc2)cc1
-11%	-1%[59 µM]	4%	-18	-16%	-4%	49%[activator]	-35%	-2%	CN(c1ccc2nc3ccccc3c(=O)n2n1)C1CCCCC1
5%	-33%	-12%	3	-29%	3%	9%	-16%	0%	COc1ccc(CCNC(=O)Cn2cccc2C(=O)c2ccccc2)c(OC)c1
-21%	.	-14%	-8	-30%	10%	28%	11%	-6%	COc1ccc(N(CC(=O)NCCSCc2cccc(Cl)c2)S(C)(=O)=O)cc1
4%	.	-11%	1	6%	-7%	26%	3%	-1%	O=S(=O)(NCc1ccc2c(c1)OCO2)c1cccc(F)c1
-6%	12%[59 µM]	-9%[57.1 µM]	4	-3%	-3%	49%[activator]	-21%	6%	COc1cccc2c1OCC(C(=O)OCc1cccnc1)=C2
-29%	?	-14%	1	?	-2%	10%	-41%	-17%	Cc1csc(=O)n1CCC(=O)OCC(=O)NCc1ccc(Cl)cc1Cl
0%	23%[12.7 µM]	17%	5	-13%	-6%	37%[activator]	12%	-3%	Cc1cccc(OCC(=O)N(Cc2nnc(-c3ccccc3Cl)o2)C2CC2)c1

BAZ2B block	G9a inh	JMJD2A Tudor inh	PI4K2A inh	12-LOX inh	ERG Ets-DNA blk	HP1b binding inh	RGS4 inhibitor	GLS inhibitor	Compound
-33%	-3%[59 µM]	1%	2	19%	-2%	29%	-23%	-4%	CCOC(=O)C1=C(C)Nc2ncnn2C1/C=C/c1ccccc1 (configuration not stated)
-7%	21%	-16%	-1	-1%	10%	0%	17%	-16%	CC(=O)c1cnc2sccn2c1=O
9%	8%[59 µM]	-10%	7	-17%	-12%	20%	-6%	-4%	O=C1OC2(CCCCC2)OC(=O)C1=CNc1ccc2c(c1)OCO2
4%	.	-2%	-6	i	9%	41%[activator]	?	5%	Cc1cc(/C=N/NS(=O)(=O)c2ccc(F)c(Cl)c2)no1
-10%	?	5%	2	7%&-10%	5%	43%[activator]	2%	0%	CCCC(=O)Nc1ccc2oc(-c3cncc(Br)c3)nc2c1
4%	-8%	-11%	2	0%	8%	35%	-3%	3%	CC(C)Cc1nnc(NC(=O)CCC(=O)NC2CCCCC2)s1
-33%	-23%[59 µM]	-33%	-1	-7%	2%	49%[activator]	-16%	-5%	Cc1c(C(=O)N2CCCCCC2)c(S(=O)(=O)Nc2ccc(OC(F)(F)F)cc2)c(C)n1C
4%	6%	?	-3	19%	12%	28%	-8%	-10%	COc1ccc2cc(CCNS(=O)(=O)c3ccc(NC(C)=O)cc3)c(=O)[nH]c2c1
-11%	-8%	-21%	-2	1%	-1%	37%	0%	-9%	O=C1C2C3C=CC(C2C(=O)N1c1ccccc1O)C1C2C(=O)N(c4ccccc4O)C(=O)C2C31 (configuration not stated)
-25%	?	-32%	6	428%[activator]	-4%	-11%	-22%	0%	COc1cccc(-c2csc(N3CCN(C(=O)Nc4ccccc4Cl)CC3)n2)c1
-8%	-1%[59 µM]	7%	5	5%	5%	39%	8%	-5%	O=C(CSCc1ccccc1)Nc1nccs1
16%	-1%[59 µM]	-20%	-9	4%	3%	36%	14%	-1%	Cc1ccc(NC(=O)N2CCc3ccccc3C2)cc1

BAZ2B block	G9a inh	JMJD2A Tudor inh	PI4K2A inh	12-LOX inh	ERG Ets-DNA blk	HP1b binding inh	RGS4 inhibitor	GLS inhibitor	Compound
-13%	?	1%	-7	0%	9%	54%[activator]	-44%	-2%	COc1ccc([N+](=O)[O-])cc1NC(=O)C(C)N1CCN(C(=O)c2ccco2)CC1 (configuration not stated)
0%	8%[59 µM]	3%	3	-13%	-10%	29%	-11%	0%	CC1=C(C(=O)OCC2CCCCC2)C(c2c(F)cccc2Cl)CC(=O)N1 (configuration not stated)
-3%	13%	2%	0	20%	3%	36%	-12%	-5%	CC(O)Cn1c(N2CCCC2)nc2c1c(=O)[nH]c(=O)n2C (configuration not stated)
11%	-5%[59 µM]	-12%	9	-9%	-2%	14%	0%	2%	COc1cc(S(=O)(=O)N2CCN(C(=O)c3ccccc3F)CC2)c(OC)cc1NC(C)=O
1%	-20%[59 µM]	-21%	-5	2%	-12%	15%	-1%	-1%	COc1ccc(C(=O)NCCc2ccc(Cl)cc2)cc1S(=O)(=O)N1CCCCC1C (configuration not stated)
-5%	-5%[59 µM]	-1%	1	-10%	.	18%	0%	7%	CC(C)C(NC(=O)c1ccccc1NC(=O)c1ccco1)C(=O)O (configuration not stated)
-26%	?	-30%	26	-23%	6%	2%	-33%	-5%	O=C(c1cc2ccccc2cc1O)N1CCN(c2ccc([N+](=O)[O-])cc2)CC1
10%	-31%[59 µM]	-1%	-5	8%	5%	35%[activator]	-40%	-5%	Nc1nnc(SCC(=O)NCCOc2ccccc2)s1
-23%	-6%	-11%	1	-19%	12%	46%[activator]	29%[11.4 µM]	6%	CC(=O)N1CCSc2ccc(S(=O)(=O)Nc3ccc(C)cc3)cc21
-15%	-2%[59 µM]	-19%	0	-26%	0%	23%	-24%	7%	CCc1ccc(NC(=O)CSC2=Nc3ccccc3C3=NC(CC(=O)NCc4cccs4)C(=O)N23)cc1 (configuration not stated)
8%	24%[12.7 µM]	-2%	0	0%	13%	31%	-3%	-3%	CCOC(=O)C1CCN(C(=O)c2cccc(S(=O)(=O)N3CCc4ccccc43)c2)CC1
-11%	-25%[59 µM]	-12%	4	?	2%	23%	24%	-12%	COc1cccc(NC(=O)Cn2c(=O)n(-c3cccc(OC)c3)c(=O)c3sc4ccccc4c32)c1
?	0%	-16%	3	-1%	2%	7%	20%	2%	CC1CCCC(C)N1NC(=O)c1cccc(S(=O)(=O)N2CCc3ccccc32)c1 (configuration not stated)
5%	-28%[0.0925 µM]	-21%[57.1 µM]	-4	-9%	7%	48%[activator]	3%[56.9 µM]	-2%	O=C(c1ccc2c(c1)OCO2)N1CCCC1
-10%	16%[59 µM]	-8%	-3	-3%	1%	4%	-13%	1%	CCOC(=O)c1c(-c2ccccc2)cn2c(C)cc(C)nc12

This is a subset, so the mix of outcomes need not match the whole.
